# Casp6 inh: inhibitors of human caspase-6; purified caspase-6, Z-VEID-R110 cleavage fluorescence; P55212; 0.53% of 350,000 active; inhibition, % at 12.5 µM;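 active = mean inhibition across replicates at least about 35%, with every replicate also reaching that limit, limit read from the data; inconclusive = only one of the two criteria met; inactive = neither criterion met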;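 also: 0% = median of neutral control wells and 100% = no fluorescence left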
# Target sequence (P55212 24-179 limits assumed): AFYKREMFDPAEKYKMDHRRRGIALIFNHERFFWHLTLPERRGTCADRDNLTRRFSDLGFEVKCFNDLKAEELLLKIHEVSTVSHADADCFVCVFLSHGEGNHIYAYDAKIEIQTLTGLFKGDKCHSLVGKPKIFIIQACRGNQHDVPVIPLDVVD
# Target sequence (P55212 194-293 limits assumed): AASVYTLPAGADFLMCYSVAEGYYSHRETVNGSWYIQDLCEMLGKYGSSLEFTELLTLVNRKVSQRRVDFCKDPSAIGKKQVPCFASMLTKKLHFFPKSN
# ARNT-TACC3 inh: ARNT/TACC3 interaction disruption; 0.66% of 390,000 active; AlphaScreen His-ARNT PAS-B/GST-TACC3 binding, luminescence; TACC3 fragment carries E629A point mutation; Q9Y6A5; inhibition, % at 9.99 µM;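 active = mean inhibition of replicates at least 50% and at least half of replicates each reaching 50%; inconclusive = half or more replicates reach 50% but mean below 50%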;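 also: 0% = complete ARNT plus TACC3 wells and 100% = ARNT alone without TACC3; many hits fall short of the cut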
# SIRT5 block: inhibitors of human sirtuin-5 desuccinylase. Purified SirT5, succinyl-peptide AMC, trypsin-coupled fluorescence. 1.1% of 330,000 active. inhibition, % at 15 µM; in the data active = inhibition above about 15%; inconclusive = no clear call, values can overlap the other calls
# Target sequence (Q9NXA8 whole entry, looked up): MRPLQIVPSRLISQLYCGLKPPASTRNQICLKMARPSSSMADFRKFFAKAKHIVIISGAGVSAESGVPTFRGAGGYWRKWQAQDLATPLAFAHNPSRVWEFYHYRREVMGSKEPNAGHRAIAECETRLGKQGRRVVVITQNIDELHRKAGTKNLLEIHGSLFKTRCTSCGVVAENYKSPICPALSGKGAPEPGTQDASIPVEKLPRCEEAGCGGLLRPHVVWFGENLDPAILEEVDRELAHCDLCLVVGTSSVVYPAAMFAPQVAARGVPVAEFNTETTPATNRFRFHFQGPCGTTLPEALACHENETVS
# DENV2 CPE rescue: DENV2-induced cell death inhibition; DENV2-infected cells, cytopathic effect rescue, plate reader; CPE inhibition, % at 9.99 µM; 1.7% of 350,000 active; AID 651640; in the data active = CPE inhibition above about 20%, passing the limit was not always enough; inconclusive = no clear call, values can overlap the other calls; tested in BHK-21 cells;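 also: 0% = median of neutral control wells and 100% = median of positive control wells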
# PAX8 reporter: lowers PAX8-driven luciferase in RMG-I cells; AID 652154; 1.2% of 360,000 active; RMG-I TPO-luciferase reporter, SteadyGlo, 24 h; inhibition, % at 12.6 µM;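 active = mean replicate inhibition at least 60% with every replicate also reaching 60%; inconclusive = only one of the two criteria is met; inactive = mean below 60% and not all replicates reaching 60%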;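 also: luciferase light reporting Pax8 driven TPO promoter activity; plate controls were median of neutral control wells for no effect and mitoxantrone controls for full effect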
# EWS-Fli block: inhibitors of EWS/Fli oncoprotein transcriptional activity; A673 NR0B1-luciferase reporter, viability-normalised; inhibition, % at 12.6 µM; 0.67% of 350,000 active; AID 651661;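 active = mean inhibition of at least 50% after viability correction, with every replicate also passing that limit; inconclusive = mean reaches 50% but only one of two replicates passes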;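 also: firefly luciferase signal divided by Alamar Blue viability fluorescence both relative to DMSO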
# LGR2 inh: inhibitors of bursicon-induced Drosophila LGR2 receptor cAMP signaling; HEK293 LGR2, CRE-luciferase, bursicon-stimulated, 4 h; inhibition, % at 9.99 µM; 0.35% of 380,000 active;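 active = drop in luminescence signal, shown as inhibition above about 50% in the replicate tests, limit read from the data, passing the limit was not always enough; inconclusive = probably only some replicates passing the limit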;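 also: agonist challenge used bursicon conditioned medium at about half maximal strength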
# Active calls of the source: *; ? = inconclusive; / = no result given.
# Values run as follows: Casp6 inh	ARNT-TACC3 inh	SIRT5 block	DENV2 CPE rescue	PAX8 reporter	EWS-Fli block	LGR2 inh
O=C(Cc1cccc(C(F)(F)F)c1)NCc1cccc(Cl)c1
    1.1	0.4	-7.8	0.3	3.7	-19.3	0.7
Fc1ccc(-n2c(-c3cccs3)nc3nc4ccccc4nc32)cc1
    /	-27.3	/	/	2.7	/	1.5
Cc1nc(NCC2CCCO2)c2nnn(Cc3ccccc3)c2n1 (stereo not given)
    1.8	-0.8	-2.7	-4.7	/	-10.5	-0.4
O=C(O)c1cc(-c2ccco2)nn1-c1ccc(Cl)cc1
    50.5*	-3.0	0.5	-6.5	15.8	6.2	-2.6
C[C@H](CO)N1C[C@H](C)[C@H](CN(C)Cc2ccc(C(F)(F)F)cc2)OCCCC[C@H](C)Oc2ccc(NC(=O)NC3CCCCC3)cc2C1=O
    2.5	11.1	1.5	-4.2	91.4*	-18.3	14.2
COC(=O)c1ccc(COc2ccc(C#N)cc2)o1
    -1.5	-10.8	2.4	-3.7	-2.7	2.8	0.8
CN(CC(=O)Nc1ccc(F)c(F)c1F)C(=O)C1(c2ccccc2)CC1
    0.3	/	/	0.0	25.7	3.9	-13.3
CNC[C@H]1OCCCC[C@@H](C)Oc2ccc(N)cc2C(=O)N([C@H](C)CO)C[C@@H]1C
    -3.6	-9.5	0.9	-7.4	-21.5	-8.0	-1.6
CCOC(=O)N1CCN(C(=O)c2ccccc2NC(=O)c2ccccc2Cl)CC1
    -0.3	-3.9	-0.9	6.0	/	1.4	14.7
CC(C)CNC(=O)NC(=O)COC(=O)c1cccc(NS(=O)(=O)c2ccc(F)c(F)c2)c1
    /	-4.4	/	/	22.4	/	-5.6
CN(CC(=O)Nc1ccccc1Br)C(=O)CCC1CCCC1
    -101.1	-16.3	-6.1	0.2	-22.1	/	-0.4
CCCCS(=O)(=O)NC(=O)C1(C)CCN1C(=O)C/C=C/c1ccccc1 (stereo not given)
    -1.3	/	-4.1	-1.4	2.1	4.9	-23.4
NC1=C(Br)C(=O)c2ncccc2C1=O
    99.6*	63.6*	-0.1	0.1	130.8*	19.7	101.0*
CN=c1c([N+](=O)[O-])nn(-c2ccc3c(c2)OCCO3)n1O
    6.3	-9.8	-2.0	2.2	-27.4	-5.7	4.8
CCC(=O)Nc1ccc2c(c1)C(=O)N(C)[C@H]1CC[C@@H](CC(=O)Nc3cccc(OC)c3)O[C@H]1CO2
    /	/	/	/	9.7	4.2	0.2
C[C@@H]1CN([C@H](C)CO)C(=O)c2cc(C3=CCCCC3)cnc2O[C@@H]1CN(C)C(=O)Nc1ccc(F)cc1
    2.0	3.8	0.2	33.7*	-6.5	-5.8	-11.1
COc1ccc(C(C(=O)NC(C)(C)C)N(C(=O)Cn2nnc3ccccc32)c2cccc(C(C)=O)c2)cc1O (stereo not given)
    3.6	-14.0	-0.6	1.3	19.5	-4.0	5.7
COc1ccc(-c2c(C#Cc3ccsc3)c3cc(-c4ccc5c(c4)OCO5)ccc3n2C)cc1
    -6.2	-3.0	/	7.1	-24.8	2.8	19.5
COc1ccc(N2C(=O)[C@H]3CCC=C[C@H]3[C@@H]2c2ccccc2Br)cc1
    -0.5	4.0	-7.5	-4.1	-24.3	1.1	9.9
COc1cc(OC)c(NC(=O)CC2SC(N)=NC2=O)cc1Cl (stereo not given)
    -1.0	/	-0.8	1.8	-15.3	1.1	6.2
C[C@@H]1CN([C@@H](C)CO)C(=O)Cc2cc(NC(=O)Nc3ccc4c(c3)OCO4)ccc2O[C@@H]1CN(C)C(=O)Nc1ccc2c(c1)OCO2
    -0.9	-2.0	2.7	-10.4	8.7	-9.5	-18.8
Cc1ccc(C)c(NC(=O)C(OC(=O)c2cc[n+]([O-])cc2)c2ccccc2)c1 (stereo not given)
    -2.1	/	-1.0	5.4	0.7	-10.9	7.2
Cc1cc(C)nc(SCC(=O)c2ccc(F)cc2F)n1
    -4.3	-3.8	-1.6	4.7	-29.6	-17.9	-6.1
COc1ccc(OC)c(NC(=O)CN(c2ccc(C)cc2)S(=O)(=O)c2c(C)n[nH]c2C)c1
    5.3	8.3	-1.1	9.3	9.4	/	-24.4
COc1ccccc1/C=C/C(=O)NCC(=O)N1CCC(N(C)C2CCCC2)CC1
    -9.3	4.6	-5.1	5.3	-14.5	-1.3	-11.0
COc1ccc2c3c(n(C)c2c1)[C@@H](CO)N(C(=O)C1CCCC1)CC31CCN(C(=O)Nc2cccc(F)c2)CC1
    0.6	/	6.1	-7.3	9.9	12.7	-3.8
Cc1cccc(N(CC(=O)NC2CCCC2)C(=O)c2csnn2)c1C
    0.7	/	0.1	-4.0	0.5	/	14.2
COc1ccc(S(=O)(=O)N2CCCC(C(=O)NCc3ccccn3)C2)cc1Cl (stereo not given)
    3.3	1.2	-10.5	/	/	7.9	17.8
COc1cccc(-c2cn(CC[C@@H]3CC[C@@H](NC(=O)CN(C)C)[C@H](CO)O3)nn2)c1
    -1.4	0.9	-2.3	-4.3	-32.0	-40.4	12.9
N#C[C@H]1[C@@H](c2ccc(-c3ccncc3)cc2)[C@@H](CO)N1C(=O)Cc1ccccc1
    -2.6	4.8	-0.8	2.6	-0.4	4.8	1.0
CC(Cc1c[nH]c2ccccc12)NC(N)=O (stereo not given)
    2.0	-3.8	-4.3	14.8	2.4	-8.3	-3.0
C[C@H](CO)N1C[C@H](C)[C@@H](CN(C)C(=O)Cc2cccnc2)Oc2cc(C3=CCCCC3)ccc2S1(=O)=O
    -3.3	-1.3	1.8	0.3	/	22.4	-4.7
Cc1cc(C)cc(NC(=O)CCc2c(C)nn(-c3ccc(N4CCCCC4)nn3)c2C)c1
    5.2	-1.4	5.3	4.7	-105.3	-90.6	-50.8
O=C1CCC([N+](=O)[O-])C(c2ccccc2F)N1 (stereo not given)
    -1.4	-3.0	-1.3	5.3	8.5	-3.2	-4.1
COc1cccc(C2C(C(=O)c3ccc(C)o3)=C(O)C(=O)N2CCN2CCOCC2)c1OC (stereo not given)
    3.9	-3.8	2.8	10.2	-8.1	/	-0.8
CC1=C(C(=O)N2CCOCC2)CC(CC(=O)NCc2ccco2)C(=O)N1CCC1=CCCCC1 (stereo not given)
    -2.1	/	0.2	-2.8	5.1	-3.6	5.0
CCOc1ccc(C(=O)Nc2ccc3c(c2)OCCO3)cc1OC
    1.2	1.2	-4.5	/	/	-63.6	-24.2
Cc1cc(NCc2ccccc2)n2ncnc2n1
    1.3	-11.0	1.3	2.4	9.5	-0.2	5.7
COC(=O)c1c(C)oc(C)c1S(=O)(=O)N1CCCC1
    -4.6	-2.3	-4.6	4.3	14.8	7.0	6.3
CCC1(c2ccc(F)cc2)NC(=O)N(CC(=O)N2CC(=O)Nc3ccccc32)C1=O (stereo not given)
    -0.6	-0.6	0.4	-0.4	-11.3	-3.2	-13.3
CCSC1=N/C(=C\c2ccc(OC)cc2)C(=O)N1
    6.2	4.8	-3.1	3.4	35.3	-21.3	-30.5
CCOc1ccc(CN(C)C(C)C(=O)Nc2ccc([N+](=O)[O-])cc2Cl)cc1OC (stereo not given)
    3.0	-4.3	3.7	9.5	13.7	2.2	-4.6
COc1ccc(C#Cc2ccc3c(c2)O[C@@H](CN(C)C(=O)c2ccccn2)[C@H](C)CN([C@@H](C)CO)S3(=O)=O)cc1
    -1.6	-5.3	5.1	10.1	65.5*	3.3	17.8
COc1cn(-c2ccccc2)nc1C(=O)OCC(=O)Nc1ccc(C)c(C)c1
    -1.8	/	-0.7	-12.4	-6.1	-2.7	12.3
c1ccc(CSc2cc3ccccc3[nH]2)cc1
    1.4	-10.3	-1.5	0.6	-68.6	-106.0	-13.3
CCc1ccc(-c2nc(CS(=O)CC(=O)NCCCN3CCOCC3)c(C)o2)cc1 (stereo not given)
    -1.5	-0.2	1.6	5.9	2.5	-1.5	1.3
CC1(C)CC(=O)C2=C(C1)OC(c1cccs1)C(C#N)=C2N (stereo not given)
    4.1	3.7	-5.1	-4.4	/	-0.5	2.2
Cc1cccc(S(=O)(=O)NC(=O)C2(C)CCN2C(=O)c2ccccc2CCc2ccccc2)c1 (stereo not given)
    -0.8	/	/	?	-0.6	2.6	-10.5
O=C(C[C@@H]1CC[C@@H](NC(=O)Nc2ccccc2F)[C@@H](CO)O1)NCc1ccc(F)cc1
    0.6	/	-0.4	8.4	/	-0.9	12.6
CC(C)c1cc(C(F)(F)F)nc(NNc2nc(C(C)C)cc(C(F)(F)F)n2)n1
    -0.6	/	11.4	-1.2	-17.9	-0.5	/
CC(C)N(C(=O)CSc1nnnn1C1CCCC1)C(C)C
    5.2	1.5	1.0	/	/	11.6	-4.7
Cc1cc(NS(=O)(=O)c2ccc(NC(=O)COc3ccccc3C(C)C)cc2)no1
    2.4	4.6	1.5	1.7	11.4	-1.5	-5.1
COc1cc(OC)c(NC(=O)[C@@H]2CCC(=O)N2C2OC(=O)c3c2ccc(OC)c3OC)cc1Cl (stereo not given in full)
    -0.2	-3.2	-0.1	-5.7	/	-2.2	-0.3
CCCCN(C)C(=O)Cc1c(OC)ccc2cc(Br)ccc12
    /	4.7	/	/	27.1	/	3.6
CSc1ncccc1C(=O)OC(C)C(=O)Nc1cccc(S(=O)(=O)N2CCOCC2)c1 (stereo not given)
    3.6	1.1	-0.2	-5.9	/	5.4	-45.7
Cc1ccc(C)c(S(=O)(=O)N2CCN(C(=O)Cc3ccccc3)CC2)c1
    -125.8	-0.3	1.7	-7.6	0.4	5.2	11.3
COc1cccc(C(=O)NC2CC3CCCC(C2)N3Cc2ccc(F)cc2)c1 (stereo not given)
    -0.4	/	-2.4	11.1	2.6	-7.5	22.8
Cc1[nH]c(=O)[nH]c(=O)c1NC(=O)c1sc2nc3c(C)cccc3cc2c1N
    /	3.3	/	/	-4.1	/	-3.9
S=C(NCCc1ccccc1)NC1CC2CCC(C1)N2Cc1ccccc1 (stereo not given)
    3.2	0.9	-1.3	0.2	10.4	1.5	20.6
C[C@H](NC(=O)c1nc[nH]c1C(=O)N[C@@H](Cc1ccccc1)C(=O)OC(C)(C)C)c1ccccc1
    0.4	/	4.0	-4.9	41.2	0.1	35.6

# 2 of these compounds, reformatted:
canonical_smiles	Casp6 inh	ARNT-TACC3 inh	SIRT5 block	DENV2 CPE rescue	PAX8 reporter	EWS-Fli block	LGR2 inh
COc1cc(OC)c(NC(=O)[C@@H]2CCC(=O)N2C2OC(=O)c3c2ccc(OC)c3OC)cc1Cl (stereo not given in full)	-0.2	-3.2	-0.1	-5.7	/	-2.2	-0.3
CCCCN(C)C(=O)Cc1c(OC)ccc2cc(Br)ccc12	/	4.7	/	/	27.1	/	3.6

# (cont.)
# Values run as follows: Casp6 inh	ARNT-TACC3 inh	SIRT5 block	DENV2 CPE rescue	PAX8 reporter	EWS-Fli block	LGR2 inh
Cn1c(=N)n(CC(=O)c2ccc(F)cc2)c2ccccc21
    0.9	4.0	-0.4	-6.5	-49.3	77.6*	-1.8
CC(NC(=O)C1CSC2(C)CCC(=O)N12)c1ccccc1Cl (stereo not given)
    2.2	/	-9.6	-10.1	11.3	-6.1	1.7
CC(C)C(=O)Nc1ccc2c(c1)C(=O)N(C)[C@@H]1CC[C@@H](CC(=O)NCC3CC3)O[C@@H]1CO2
    1.8	-9.8	-4.9	-0.7	1.5	1.2	-5.6
O=C(Nc1ccc(Cl)c(Cl)c1)N[C@@H]1CC[C@H](CCn2cc(C3CCCC3)nn2)O[C@H]1CO
    1.5	/	5.1	3.9	6.2	-4.9	0.7
COc1cc(C(=O)OCc2ccc(C)cc2)cc(NC(=O)c2cccs2)c1OC
    -3.7	/	-3.2	1.1	-3.8	-0.3	-9.6
CCc1ccc(NC(=O)C(=O)NNC(=O)c2ccc(OC)cc2)cc1
    -1.9	/	0.4	16.1	-5.9	-1.6	-1.1
O=C(Nc1ccc2c(c1)[C@H]1C[C@H](CC(=O)N3CCOCC3)O[C@@H](CO)[C@H]1O2)c1cccnc1
    -3.8	-3.3	1.2	3.1	-7.1	-1.0	4.2
O=C1[C@@H]2[C@@H](CC(COc3ccccc3)=C3[C@@H](c4ccccc4)OB(O)C[C@@H]32)C(=O)N1Cc1ccccc1
    -1.2	/	6.0	-3.2	12.4	-3.2	/

# Rows were taken by chance; any-hit rate near 4.9%.
